Pemphigus Ab inh: inhibitors of pemphigus antibody binding to DSG3, primary screen, biochemical, bead-based, flow cytometry, scFv-GFP. AID 588358, 2011. DSG3-coupled beads, scFv-anti-DSG3-GFP binding; active compounds read low. Desmoglein-3 (Homo sapiens), P32926. binding (percent of control), % at 10 µM. 310,000 compounds, 0.48% hits;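 active means binding more than 3 SD below its plate's average and above zero; inconclusive means below that plate limit but binding exactly zero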;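 further: hits lower antibody fragment binding to DSG3; some compounds called inactive have numbers as strong as hits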
Target sequence (P32926 whole entry, looked up, the tested form may be a part): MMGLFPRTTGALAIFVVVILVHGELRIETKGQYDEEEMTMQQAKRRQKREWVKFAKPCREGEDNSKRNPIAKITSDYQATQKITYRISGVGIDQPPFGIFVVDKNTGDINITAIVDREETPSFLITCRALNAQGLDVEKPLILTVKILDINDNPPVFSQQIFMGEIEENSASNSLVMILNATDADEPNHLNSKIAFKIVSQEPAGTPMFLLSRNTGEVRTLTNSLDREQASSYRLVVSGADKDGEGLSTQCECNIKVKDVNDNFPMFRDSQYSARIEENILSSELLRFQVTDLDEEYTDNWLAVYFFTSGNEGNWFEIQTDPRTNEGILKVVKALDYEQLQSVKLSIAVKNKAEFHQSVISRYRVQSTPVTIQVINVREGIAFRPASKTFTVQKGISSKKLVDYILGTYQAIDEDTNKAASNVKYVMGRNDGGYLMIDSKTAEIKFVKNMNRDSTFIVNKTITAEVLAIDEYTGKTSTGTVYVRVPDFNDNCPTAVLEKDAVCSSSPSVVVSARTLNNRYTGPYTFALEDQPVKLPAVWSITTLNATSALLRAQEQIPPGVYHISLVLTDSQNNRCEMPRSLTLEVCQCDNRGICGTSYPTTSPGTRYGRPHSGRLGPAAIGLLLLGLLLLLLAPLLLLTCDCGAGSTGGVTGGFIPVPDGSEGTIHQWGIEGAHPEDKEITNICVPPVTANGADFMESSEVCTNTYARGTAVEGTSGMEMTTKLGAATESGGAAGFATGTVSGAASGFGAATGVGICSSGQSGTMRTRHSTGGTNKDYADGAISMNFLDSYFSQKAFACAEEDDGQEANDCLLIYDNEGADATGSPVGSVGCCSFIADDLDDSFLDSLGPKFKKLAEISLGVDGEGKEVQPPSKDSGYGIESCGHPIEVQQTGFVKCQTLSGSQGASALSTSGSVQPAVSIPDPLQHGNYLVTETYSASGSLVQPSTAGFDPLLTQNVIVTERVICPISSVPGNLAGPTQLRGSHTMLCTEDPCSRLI
AddAB inh: growth inhibition of E. coli expressing H. pylori AddAB, primary screen, AddAB inhibitor project, absorbance | 330,000 compounds, 0.29% hits | inhibition, % at 11.9 µM; in the data active means inhibition above about 12%;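 further: 0% = vehicle wells of infected cells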
SUMO Mot1 rescue: yeast Mot1-301 growth rescue at high temperature, primary screen, SUMOylation pathway inhibitor project, S. cerevisiae, ATP luminescence, 38.5C; S. cerevisiae Mot1-301 growth rescue; percent above DMSO median, 100 means doubled; growth rescue, % at 18.8 µM; 320,000 compounds, 1% hits; AID 2716, 2010;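 active means every valid replicate shows activation above 250% relative to neutral control wells; inactive means the rest, any valid replicate at or below 250%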;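 further: OY570 slx delta 5 strain wells were the positive control but not used for scaling; some compounds called inactive have numbers as strong as hits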
Tat export inh: E. coli Tat export inhibitors, primary screen, MC4100, TorA-mCherry reporter, fluorescence, single point; inhibition, % at 10 µM; 340,000 compounds, 0.036% hits; AID 488895, 2010;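 active means mean replicate inhibition at least 50% and at least half of replicates individually reaching 50%; inconclusive means only one of the two criteria met; inactive means neither criterion met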;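 further: exported cargo escapes ClpAP degradation while cytoplasmic cargo is degraded and loses fluorescence; 0% = median of neutral control wells and 100% = median of NaSCN control wells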
PfHsp90 set2: growth inhibition of PfHsp90-expressing yeast, primary screen, antimalarial PfHsp90 inhibitor project, S. cerevisiae, BacTiter-Glo luminescence, single point, set 2. inhibition, % at 9.4 µM. 310,000 compounds, 0.32% hits. BacTiter-Glo ATP, 48 h; yeast lacking PDR1 and PDR3 efflux regulators. AID 504621, 2011;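 active means every replicate shows inhibition above about 80%, whatever the replicate mean, limit read from the data; inconclusive means mean inhibition reaches the set limit but some replicate falls short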;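 further: 0% = DMSO neutral controls and 100% = 20 µM radicicol positive controls; yeast relying on Plasmodium falciparum Hsp90 in place of its own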
MOR-DOR inv ag: inverse agonists of MOR-DOR heterodimerization, primary screen, cell-based, luminescence. Mu-type opioid receptor (Homo sapiens) + Delta-type opioid receptor (Homo sapiens), …. cell-based MOR-DOR heterodimer luminescence, inverse agonism. inhibition, % at 9.3 µM. 340,000 compounds, 0.21% hits. AID 504357, 2011; in the data active means inhibition above about 22%, passing the limit was not always enough;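 further: 0% = cells with DMSO and 100% = wells without cells with DMSO; values of inactives mirror those of a sister screen read the other way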
MOR-DOR ag: agonists of OPRM1-OPRD1 heterodimerization, primary screen, cell-based, luminescence; Mu-type opioid receptor (Homo sapiens) + Delta-type opioid receptor (Homo sapiens), …; cells; activation, % at 9.3 µM; 340,000 compounds, 0.3% hits; AID 504326, 2011; in the data active means activation above about 18%;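 further: 0% = vehicle-treated cells and 100% = reference agonist; values of inactives mirror those of a sister screen read the other way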
Ecoli viability: E. coli V3065 growth inhibition, primary screen, counter-screen for AddAB inhibitor project, absorbance, OD600; 18 h; inhibition, % at 11.9 µM; 330,000 compounds, 0.27% hits; AID 449728, 2010;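 active means inhibition above the campaign's mean inhibition across all tested compounds plus 3 SD, cut at about 9.9% in these data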;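 further: uninfected addAB+ strain grown without phage in ampicillin broth; 0% = DMSO wells and 100% = ciprofloxacin 0.95 µg/ml wells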
PKA-R1A activ: activators of PKA-R1A holoenzyme, primary screen, biochemical, fluorescence polarization, Cy5-IP20, bovine R1A, mouse PKAc. PKA-R1A dissociation; scaled: DMSO 0%, 113 µM cGMP 100%. activation, % at 11.4 µM. 340,000 compounds, 0.083% hits. cAMP-dependent protein kinase type I-alpha regulatory subunit (Bos taurus) + …;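 active means percent activation above the mean of all tested compounds plus 3 SD, cut at about 19% in these data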;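 further: higher means more PKAc released from R1A so a rise in polarization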
phage Ecoli inh: growth loss of phage-infected E. coli, primary screen, RecBCD inhibitor project, absorbance, with phage, HTS | inhibition, % at 11.9 µM | 360,000 compounds, 0.26% hits | AID 651602, 2012; in the data active means inhibition above about 11%
Arr AP2 block: inhibitors of beta-arrestin/AP2 binding, primary screen, biochemical, GPCR trafficking, flow cytometry; beta-arrestin 1 C-terminal peptide binding to AP2 beta2-adaptin appendage (human); FITC-arrestin peptide / GST-AP2 beads; AP2 beta2 appendage carries R879A mutation; inhibition, % at 10 µM; 340,000 compounds, 0.31% hits; AID 504490, 2011;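 active means inhibition above a set limit, near 3 SD of compounds lacking own fluorescence, cut at about 54% in these data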;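 further: plate controls were DMSO wells for no effect and 5 µM unlabelled arrestin peptide for full effect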
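Material – AP2 appendage R879A on GSH beads · Buffer or medium – PBS with 0.05% Tween 20 and 0.1% BSA · Probe or stimulus – fluorescein-tagged arrestin peptide at 50 nM final · Incubation – compound with beads 12 min RT, then probe 1 h RT · Detection – high-throughput flow cytometry of beads, ex 488, em 535 nm · Evaluation – percent response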
* marks the source's active call; other numbers are inactive results; ? = inconclusive; nt = not tested or not shown.

SMILES	Pemphigus Ab inh	AddAB inh	SUMO Mot1 rescue	Tat export inh	PfHsp90 set2	MOR-DOR inv ag	MOR-DOR ag	Ecoli viability	PKA-R1A activ	phage Ecoli inh	Arr AP2 block
Oc1ccc(N=Nc2ccc3c(c2)OCCO3)c2cccnc12	97	7.5	-8	2	-58	1	-0.2	5.9	-7	15*	-3
O=C(NCc1ccc(Cl)s1)C1CCC(=O)N(CCc2cccc(F)c2)C1 (stereo unspecified)	98	0.0	-32	2	-3	4	-0.7	-0.2	5	0.3	46
COc1ccc(Cl)cc1-c1nc(SCC(=O)N(C)C)n[nH]1	103	0.7	1	-9	-10	7	-1.3	-0.8	6	2.1	9
O=C1c2cccc3cccc(c23)C(=O)N1CC1CCN(CC(O)COc2ccc3ccccc3c2)CC1 (stereo unspecified)	109	0.3	-39	?	19	-67	13	4.2	-7	-1.1	-4
CN(C)CCCn1c2c(c(SCC(=O)Nc3ccc4c(c3)OCO4)nc1=O)CCCC2	98	0.9	-11	-3	-7	8	-1.5	-2.0	1	2.1	8
Cc1ccc(-c2nc(-c3cccnc3)no2)cc1	122	3.4	-13	10	-6	7	-1.2	0.4	7	2.7	-1
NC(=O)c1ccsc1NC(=O)CSc1nnc(NC2CC2)s1	91	-0.2	7	-2	3	8	-1.6	-1.4	14	1.4	-3
O=C1c2ccccc2COc2ccc(O)cc21	79	0.7	nt	-3	16	15	-2.7	1.6	-2	2.5	13
Cc1cc2c(c(N3CCOCC3)n1)C(=O)OC2	97	-0.2	7	-3	-14	0	0.0	-1.0	-16	0.4	3
O=C(NC(=O)N1CCCC1)c1csnn1	99	-0.4	0	1	6	9	-1.8	-0.5	-1	0.6	-2
CCOCCc1nnc(NC(=O)Cc2c(F)cccc2Cl)s1	115	4.5	19	3	nt	-6	1.3	0.2	-14	1.6	-5
COc1ccc(CN(C)CC(=O)Nc2ccccc2C(=O)NC2CC2)cc1F	nt	-0.2	86	-4	13	4	-1.0	-1.7	-8	0.6	4
CCCCCCOc1ccc(/C=C/C(=O)N2CCOCC2)cc1OC	94	2.5	-10	0	16	10	-2.0	1.6	-2	1.9	7
CCc1nccn1S(=O)(=O)c1cc(OC)ccc1OC	120	-0.7	499*	-1	-23	14	-2.7	-1.9	2	-0.7	9
Cc1ccc(Cn2nnc3c(=O)n(CC(=O)NCc4ccccc4)cnc32)cc1	106	-0.2	15	-2	22	5	-0.8	-0.7	-5	4.4	-1
Cc1ccc(OCC(=O)Nc2cccc3c2CCCC3)cc1C	104	2.0	-27	-3	-8	-47	7.9	-2.4	-3	2.2	-6
O=C(c1cn(-c2ccccc2)nc1-c1cccs1)N1CCN(c2ccccn2)CC1	nt	2.0	-3	6	-28	0	0.1	0.0	-1	2.0	-2
CCCNC(=O)COC(=O)c1ccccc1C(=O)c1ccc(Cl)c([N+](=O)[O-])c1	99	0.0	26	2	7	6	-1.3	-0.5	-4	0.9	10
Cc1ccc(-c2csc(NC(=O)c3ccc(-c4ccccc4)cc3)n2)o1	104	0.9	0	6	12	-21	3.8	1.1	9	nt	2
CC(NC(=O)COc1ccccc1)C(=O)NCc1ccccc1Cl (stereo unspecified)	95	-0.3	8	4	-1	8	-2.0	2.0	-7	3.4	-2
Cc1ccc2c(CC(=O)N3CCN(c4ccccc4)CC3)coc2c1	103	1.7	-14	0	6	-4	0.8	1.4	-2	2.3	11
CCOC(=O)C1=C(C)NC(=S)NC1/C=C/c1ccccc1 (stereo unspecified)	98	1.9	-17	-9	26	4	-0.8	-0.1	-2	2.0	-17
COc1ccccc1-c1cnn2c(N3CCOCC3)cc(C)nc12	93	-0.7	16	-12	-12	11	-2.5	1.5	9	-0.5	-5
CC(C)N1C(=O)CCC1C(=O)NCc1ccccc1Cl (stereo unspecified)	100	-0.6	-1	-1	-10	13	-2.5	-0.7	-5	0.4	-1
C/C(N)=C(/C#N)C(=O)COC(=O)c1cc2c(s1)CCCC2	101	1.9	5	-11	4	3	-0.5	1.7	-7	1.9	-2
O=Cc1ccc2noc(-c3ccc(Cl)cc3)c2c1	120	-0.2	6	2	18	-45	7.6	-1.8	-7	2.4	1
Cc1ccc(/C=N/NC(=O)c2ccco2)cc1	97	4.1	72	-3	13	nt	nt	0.2	nt	1.5	10
O=C(CNC(=O)c1ccc(Br)o1)NNC(=O)c1ccc(Br)cc1	96	3.3	-13	4	-10	0	0.1	2.1	-11	5.3	-4
CCOC(=O)N1CCC(C(=O)Nc2ccc(OCC)cc2)CC1	101	-0.6	-2	9	-11	11	-1.9	1.9	-7	2.7	4
COc1cccc(CNC(=O)CCNS(=O)(=O)c2ccc(C)cc2)c1	101	1.9	60	-12	-24	-7	1.1	-1.9	1	2.7	36
c1ccc(-c2ccc3[nH]ccc3c2)cc1	98	1.2	106	-7	-4	-22	4.0	-1.1	-5	2.9	3
CCOc1cc(CNn2cnnc2)cc(Br)c1OCC(=O)NC(C)(C)C	100	1.7	1	-9	-4	17	-3.7	0.0	3	0.8	-6
O=C(Nc1cccc(NC(=O)N2CCN(c3ccccc3)CC2)c1)N1CCN(c2ccccc2)CC1	105	0.5	-6	5	5	3	-0.5	1.3	-9	-0.1	0
CCc1ccc(C(=O)CSc2ncn[nH]2)cc1	113	1.9	44	-11	7	8	-1.6	-0.2	-6	3.5	4
N#Cc1ccc(CN2CCN(C(=O)CN3C(=O)NC4(CCCC4)C3=O)CC2)cc1	102	nt	nt	-1	2	-25	3.9	nt	-1	5.2	7
Cc1cc(/C=C(\C#N)C(=O)Nc2ccccc2)c(C)n1-c1ccc(C(=O)O)cc1	101	2.2	-12	0	-15	11	-2.1	2.7	-5	1.1	30
Cc1cc(C)c(S(=O)(=O)Nc2ccccc2C(=O)OCC(=O)NCc2ccccc2)c(C)c1	100	1.5	3	-2	-13	5	-0.9	1.1	5	1.4	52
CCC1S/C(=N/N=C/c2ccco2)N(Cc2ccc(F)cc2)C1=O (stereo unspecified)	103	1.4	137	nt	nt	nt	nt	1.1	nt	-0.4	-10
CC1CCC(NC(=O)C2CCC(CNS(=O)(=O)c3cccc4cccnc34)CC2)CC1 (stereo unspecified)	82	2.1	-12	-1	-6	7	-1.4	-0.3	5	0.8	1
O=[N+]([O-])c1ccc(/C=C/C2=NN(c3ccccc3)C(c3ccco3)C2)cc1 (stereo unspecified)	320	-3.4	-5	-1	-7	4	-0.8	-0.3	-1	0.6	-104
COc1ccc(NC(=O)c2ccccc2S(=O)c2ccccc2C#N)cc1 (stereo unspecified)	97	1.5	273	-3	1	14	-2.8	-0.1	-5	4.7	31
CC1(c2nnc(-c3cccc(Cl)c3)o2)CC(c2ccc(OC(F)(F)F)cc2)=NO1 (stereo unspecified)	nt	2.9	11	-2	-8	6	-1.1	2.4	3	3.4	0
N/C(=N\S(=O)(=O)c1ccccc1)c1ccc([N+](=O)[O-])cc1	91	0.8	-9	-8	11	-28	5.3	1.1	3	3.3	-12
CSc1nnc(-c2ccc(S(=O)(=O)N3CCCC3)cc2)n1C	101	-0.2	19	-7	17	0	0.1	0.7	1	2.0	11
COc1ccc(OCC(O)Cn2ccnc2C)cc1 (stereo unspecified)	103	0.9	58	-4	-2	8	-1.4	0.9	15	1.5	6
O=C(Nc1ccccc1NS(=O)(=O)c1ccc(F)cc1)C1CCCC1	100	3.8	-3	-3	-14	10	-2.2	1.9	-11	1.2	8
C/C(=C\c1ccccc1)CN1CCN(C(C)C)C(CCO)C1 (stereo unspecified)	103	0.6	104	4	8	0	0.0	-0.4	-2	5.2	35
CC(Sc1nnc(-c2ccc(Cl)cc2)n1C)C(N)=O (stereo unspecified)	97	2.8	-2	8	nt	2	-0.4	-0.6	-1	0.6	8
O=C(NCc1ccccc1C(F)(F)F)C1CC(c2ccc(C(F)(F)F)cc2)=NO1 (stereo unspecified)	102	2.4	1	-1	-3	-36	7.9	0.1	3	2.4	11
CCOCCn1ccc2c(OCC(=O)Nc3cc(OC)ccc3OC)cccc2c1=O	97	0.0	11	-1	-1	1	-0.2	-0.2	-1	1.6	3
Other entries.
SMILES	Pemphigus Ab inh	AddAB inh	SUMO Mot1 rescue	Tat export inh	PfHsp90 set2	MOR-DOR inv ag	MOR-DOR ag	Ecoli viability	PKA-R1A activ	phage Ecoli inh	Arr AP2 block
C[C@H](NC(=O)c1ncn(Cc2ccccc2)c1C(=O)N[C@@H](C)c1ccccc1)c1ccccc1	103	1.0	2	-1	nt	-12	2.1	1.7	7	0.6	29
O=C(CSc1nnc(CNC(=O)c2ccco2)o1)Nc1ccccc1C(F)(F)F	105	3.5	134	-4	14	5	-1.1	-0.8	2	0.0	-21
O=C(Cc1n[nH]c(=O)c2ccccc12)NCc1ccc(Cl)cc1	126	3.3	-12	-2	-4	-4	0.7	1.1	-14	-1.8	1
Nc1nc(SCC(=O)Nc2ccc(Br)cc2Br)n[nH]1	101	1.2	-18	1	nt	2	-0.4	-0.3	0	3.7	7
N#Cc1nc(Cc2cccc3ccccc23)oc1N1CCC(C(N)=O)CC1	102	1.2	4	4	-1	2	-0.4	3.8	-4	1.9	11
CC(CNc1ccc([N+](=O)[O-])c2cccnc12)Nc1c([N+](=O)[O-])cc(C(F)(F)F)cc1[N+](=O)[O-] (stereo unspecified)	86	2.8	469	1	26	-1	0.2	-0.4	2	3.3	32
CC(=O)c1ccc(NC(=O)CSc2nc3ccccc3c(=O)n2CCCN2CCOCC2)cc1	100	1.5	-19	-4	19	2	-0.6	-0.7	13	1.8	-13

Screening data: PubChem, several laboratories
